Source: PubChem BioAssay
KAT2A inh – blocks human GCN5L2 histone acetyltransferase | actives 0.21% (n = 390,000) | Potency, µM (top dose mostly 58.9 µM), for the others: top-dose activity change, negative = inhibition, most hits filed as inhibitors | GCN5L2 HAT assay, ThioGlo1 CoA-SH fluorescence | Q92830
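Enzyme at 20nM final was mixed with library compounds for 15 min at room temperature. Peptide H3(1-25) at 75uM, acetyl-CoA at 70uM and ThioGlo1 at 50uM were then added. Plates were read immediately and after 20 min (Ex340nm/Em540nm).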
FEN1 inhibitor – inhibitors of human flap endonuclease 1; P39748; Recombinant FEN1 flap cleavage, fluorescence, 15 min; Potency, µM (doses to about 114 µM), without a hit: at the top dose activity change, negative = inhibition, usual class: inhibitors; actives 0.35% (n = 390,000); AID 588795; further: nearly all actives have a fitted effect of over 65% in size
Target sequence (P39748 whole entry, looked up): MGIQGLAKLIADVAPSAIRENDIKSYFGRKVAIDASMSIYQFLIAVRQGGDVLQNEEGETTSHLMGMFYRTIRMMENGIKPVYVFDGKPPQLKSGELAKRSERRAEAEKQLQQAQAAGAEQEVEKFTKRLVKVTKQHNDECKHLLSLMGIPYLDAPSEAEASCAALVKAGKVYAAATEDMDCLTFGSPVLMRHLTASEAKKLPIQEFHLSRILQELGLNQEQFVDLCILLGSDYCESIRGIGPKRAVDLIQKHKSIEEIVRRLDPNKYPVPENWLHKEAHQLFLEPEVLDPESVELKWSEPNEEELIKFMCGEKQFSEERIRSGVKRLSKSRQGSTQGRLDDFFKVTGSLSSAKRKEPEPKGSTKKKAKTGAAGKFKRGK
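Reaction started by adding substrate (50 nM final) to 10 nM enzyme after 15 min room-temperature compound preincubation. Reads at 0 and 15 min, with data normalized and fitted to a four-parameter Hill equation.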
N370S GC – N370S glucocerebrosidase modulation, Gaucher chaperone candidate; P04062; N370S GC spleen homogenate, 4MU-glucoside fluorescence; Potency, µM (titrated, usually from 59.4 µM), inactives show top-dose activity change, negative = inhibition, actives largely listed as inhibitors; actives 0.092% (n = 330,000); AID 2101;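 further: 0% = full enzyme activity and -100% = no enzyme basal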
Starred values were filed as active, the others as inactive; & = joins results of further samples; [ ] = remark or other dose. The call rests on the fitted dose curve; in most records, active means well fitted curve in the direction sought with a large enough effect; inconclusive means small, poorly fitted or top-dose-only effect, or another doubt; inactive means no such curve, though single readings can be large; an effect the other way counts as inactive or inconclusive. Unless noted, on the % scale 0 is the no-effect control and ±100 the full control effect; potency means the concentration at half of the fitted maximal effect.

For C[C@H](NC(=O)c1ccccc1)C(=O)OCC(=O)Nc1ccc2c(c1)OCO2 the results were KAT2A inh -7% and FEN1 inhibitor -5%.
For CCCN(CCC)C(=O)C1CCN(c2ccc(S(=O)(=O)N3CCOCC3)cc2[N+](=O)[O-])CC1 the results were KAT2A inh -1%, FEN1 inhibitor 3% and N370S GC -4%.
`COc1ccc(OC)c(CNCCNC(=O)c2ccco2)c1` gave KAT2A inh -5% and N370S GC 20%.
CCOc1ccccc1-c1noc(CCC(=O)Nc2cccnc2)n1 was read as KAT2A inh -4%, FEN1 inhibitor -3% and N370S GC -2%.
`CCOC(=O)c1sc(NC(=O)Nc2ccc(F)cc2)nc1C` gave KAT2A inh -9%, FEN1 inhibitor 0% and N370S GC 9%.
CC(=O)N1CCN(CC(=O)Nc2ccc(C)c(S(=O)(=O)N(C)C)c2)CC1 was read as KAT2A inh -7%, FEN1 inhibitor -6% and N370S GC 1%.
Screening CC(C)n1c(NCc2nc3ccccc3n2C)nc2ccccc21 returned KAT2A inh -3%, FEN1 inhibitor 2% and N370S GC 3%.
COc1cc(Cl)c([C@@H]2C[C@H]3CN(c4ccccc4)C(=O)[C@]34CCCN24)cc1OC was read as KAT2A inh 2%, FEN1 inhibitor -5% and N370S GC -7%.
For COC(=O)N1CCC2(CCCN(c3ncccn3)C2)CC1 the results were KAT2A inh 2% and N370S GC -5%.
For O=C(CSCC(=O)c1ccccc1)Nc1ccccc1Cl the results were KAT2A inh -6%, FEN1 inhibitor 5% and N370S GC 1%.
Screening COc1ccc(C)cc1NC(=O)CN1CCN(c2ccccc2F)CC1 returned KAT2A inh -3%, FEN1 inhibitor -4% and N370S GC 6%.
`CC(/C=C\C=C\c1ccccc1)=N\NC(=O)c1cncc(Br)c1` gave KAT2A inh -13%, FEN1 inhibitor 5% and N370S GC -5%.
COc1ccc(NS(=O)(=O)c2ccc3c(c2)n(C)c(=O)c(=O)n3C)cc1Cl was read as KAT2A inh -4% and FEN1 inhibitor -5%.
Cc1ccc(Cn2c(=O)n(CC3CCC(C(=O)N4CCC(C)CC4)CC3)c(=O)c3sccc32)cc1 (centres undefined) was read as KAT2A inh -1% and FEN1 inhibitor -1%.
For Cc1cc(NCCO)nc(-n2nc(C)cc2C)n1 the results were KAT2A inh -1%, FEN1 inhibitor 0% and N370S GC inconclusive.
For Cc1cccc(N2C(=O)C3C4C=CC(CC4)C3C2=O)c1 (centres undefined) the results were KAT2A inh -5%, FEN1 inhibitor 25% and N370S GC 3%.
COc1ccc(NC(=O)Cn2cnc3c(cnn3C(C)(C)C)c2=O)cc1OC was read as KAT2A inh -3%, FEN1 inhibitor -18% and N370S GC 3%.
Screening CCNC(=O)c1cc2n(n1)CCCN(Cc1ccc(C)cc1)C2=O returned KAT2A inh -4% and FEN1 inhibitor -10%.
`O=C1CC(SCCO)C(=O)N1c1ccccc1` (centres undefined) gave KAT2A inh inconclusive, FEN1 inhibitor -3% and N370S GC 1%.
`COc1ccc(/C=N/OC(=O)Nc2ccc(Cl)cc2)c(OC)c1` gave KAT2A inh -11%, FEN1 inhibitor -10% and N370S GC 12%.
`COc1ccc(C2=C(C)C(=O)N(Cc3ccc(C(=O)NCc4ccc(C)cc4)cc3)S2(=O)=O)cc1` gave KAT2A inh -11% and FEN1 inhibitor 15%.
`Cn1c(=O)[nH]c(=O)c2c1nc(N1CCCCC1)n2CC(O)CN1CCCCC1` (centres undefined) gave KAT2A inh 4%, FEN1 inhibitor 29% and N370S GC 4%.
CCC1Oc2ccc(C)cc2N(CC(=O)NCCCN2CCN(Cc3ccccc3)CC2)C1=O (centres undefined) was read as KAT2A inh 3%, FEN1 inhibitor -3% and N370S GC -4%.
COc1ccccc1C(=O)Nc1cc(-c2cccc(Br)c2)nn1-c1ccccc1 was read as KAT2A inh -5% and FEN1 inhibitor -3%.
COc1cc(C(=O)NCCOc2ccccc2C)c(Br)c(OC)c1OC was read as KAT2A inh -4%, FEN1 inhibitor -8% and N370S GC 15%.
Screening COC(=O)C1=C(C)N(Cc2ccco2)C(=O)N[C@@H]1c1cccc(C(F)(F)F)c1 returned KAT2A inh 0% and N370S GC 3%.
`COC(=O)c1[nH]c(C)c(/C(O)=C2\C(=O)C(=O)N(CCN3CCOCC3)C2c2ccccc2OC)c1C` (centres undefined) gave KAT2A inh -8%, FEN1 inhibitor -5% and N370S GC 10%.
`Cc1noc(C)c1C(=O)N1CCC2(CCCN(C(=O)Nc3cccc(C#N)c3)C2)CC1` gave KAT2A inh -11% and N370S GC 17%.
CCC(C)[C@@H]1NC(=O)N(CCCN2CCCC2=O)C1=O (some centres undefined) was read as KAT2A inh -2%, FEN1 inhibitor 8% and N370S GC 1%.
For COC(=O)c1ccc(NC(=O)NCCn2nnc3cc(S(=O)(=O)N(C)C)ccc32)cc1 the results were KAT2A inh -3% and FEN1 inhibitor 5%.

Structures shown so far that contain a Cl atom, in the order listed:
COc1cc(Cl)c([C@@H]2C[C@H]3CN(c4ccccc4)C(=O)[C@]34CCCN24)cc1OC was read as KAT2A inh 2%, FEN1 inhibitor -5% and N370S GC -7%.
For O=C(CSCC(=O)c1ccccc1)Nc1ccccc1Cl the results were KAT2A inh -6%, FEN1 inhibitor 5% and N370S GC 1%.
COc1ccc(NS(=O)(=O)c2ccc3c(c2)n(C)c(=O)c(=O)n3C)cc1Cl was read as KAT2A inh -4% and FEN1 inhibitor -5%.
`COc1ccc(/C=N/OC(=O)Nc2ccc(Cl)cc2)c(OC)c1` gave KAT2A inh -11%, FEN1 inhibitor -10% and N370S GC 12%.

The listing continues.
For COc1ccc(-c2cc(C#N)nc(Oc3ccc(Cl)cc3)n2)cc1 the results were KAT2A inh inconclusive, FEN1 inhibitor inconclusive and N370S GC 13%.
Screening Cc1ccc(NC(=O)C2CCN(S(=O)(=O)c3ccc(Cl)c(C(F)(F)F)c3)CC2)nc1 returned KAT2A inh -3%, FEN1 inhibitor 7% and N370S GC 2%.
For COc1ccc(CCc2nnc(CCC(=O)N(C)Cc3ccncc3C)o2)cc1 the results were KAT2A inh 23%, FEN1 inhibitor 21% and N370S GC 6%.
Cc1cccc(OCC(=O)N(C)c2c(N)n(Cc3ccccc3)c(=O)[nH]c2=O)c1C was read as KAT2A inh -8% and FEN1 inhibitor -6%.
O=C(COC(=O)/C=C/c1ccccc1)NCc1cccs1 was read as KAT2A inh -7% and FEN1 inhibitor -6%.
For O=C(CCN1CCN(Cc2ccccc2)CC1)Nc1ccc(OCc2ccccc2)cc1 the results were KAT2A inh -6%[0.501 µM], FEN1 inhibitor -1% and N370S GC inconclusive.
For Cc1ccc2c(c1)N(C(=O)CCC(=O)NCc1cccs1)CC(C)O2 (centres undefined) the results were KAT2A inh -7% and FEN1 inhibitor -18%.
For Cc1cc(N2CCOCC2)nc(N2CCOCC2)n1 the results were KAT2A inh -6%&9%, FEN1 inhibitor 3% and N370S GC -4%&-5%.
`O=C(NC(C(=O)N/N=C/c1cccnc1)c1n[nH]c(=O)c2ccccc12)c1ccccc1` (centres undefined) gave KAT2A inh inconclusive, FEN1 inhibitor -6% and N370S GC 5%.
For CCC(C)(C)NC(=O)C(c1cccs1)N(C(=O)c1ccn[nH]1)c1ccccc1 (centres undefined) the results were KAT2A inh -2%, FEN1 inhibitor -12% and N370S GC 23%.
For Cc1cccc(N2CCN(c3ncnc4c3nc3n4CCCCC3)CC2)c1C the results were KAT2A inh -3% and FEN1 inhibitor 4%.
For Cc1ccc(C(=O)O)cc1NC(=O)C1CCCN1S(=O)(=O)c1cccc2nsnc12 (centres undefined) the results were KAT2A inh -7%, FEN1 inhibitor -13% and N370S GC 3%.
O=C(CN1CCCCC1)Nc1cccc2c1OCO2 was read as KAT2A inh -5%, FEN1 inhibitor -4% and N370S GC 4%.
For CCCCCNc1nc2ccccc2nc1NS(=O)(=O)c1cccs1 the results were KAT2A inh 3%, FEN1 inhibitor -4% and N370S GC inconclusive.
c1cncc(-c2nc(NCCN3CCOCC3)c3ccccc3n2)c1 was read as KAT2A inh -10% and N370S GC -3%.
`CC(C)CN(C(=O)COC(=O)Cc1c[nH]c2ccccc12)c1c(N)n(Cc2ccccc2)c(=O)[nH]c1=O` gave KAT2A inh 1%, FEN1 inhibitor -4% and N370S GC -3%.
COc1ccc(CCNC(=O)CN2C(=O)NC3(CCCCC3C)C2=O)cc1 (centres undefined) was read as KAT2A inh 1% and FEN1 inhibitor -4%.
Screening Cc1cc(C)n(-c2nc(Nc3ccccc3)nc(-n3nc(C)cc3C)n2)n1 returned KAT2A inh -16%, FEN1 inhibitor -5% and N370S GC 1%.
`Cc1ccc(Cl)cc1NC(=S)NN` gave KAT2A inh -11%, FEN1 inhibitor -13% and N370S GC -2%.
Screening COCCN1C(=O)/C(=C/c2ccc(OCc3ccc(C(=O)O)cc3)c(OC)c2)SC1=Nc1ccccc1 returned KAT2A inh inconclusive, FEN1 inhibitor -18% and N370S GC 2%.
Screening COc1ccc(NC(=O)c2ccc(CNc3c(NC4CCCCC4)c(=O)c3=O)cc2)cc1OC returned KAT2A inh -9%, FEN1 inhibitor -6%&10% and N370S GC 14%.
CCOC(=O)N1CCN(C(=O)Nc2ccc(Cl)cc2)CC1 was read as KAT2A inh -1%, FEN1 inhibitor 1% and N370S GC -3%.
For c1ccc(-c2csc(-c3ccc(-c4csnn4)cc3)n2)cc1 the results were KAT2A inh 0%, FEN1 inhibitor 18% and N370S GC 9%.
Screening O=C(CN1C(=O)S/C(=C\c2ccc(F)cc2)C1=O)NCCCn1ccnc1 returned KAT2A inh -17%, FEN1 inhibitor 18% and N370S GC inconclusive.
For NC(CCC(=O)N[C@@H](CS)C(=O)NCC(=O)O)C(=O)O (some centres undefined) the results were KAT2A inh -3% and N370S GC -9%.
`O=C(NC1CC1)C1=C[C@@H](c2ccccc2)C[C@@H](OCc2ccc(CO)cc2)O1` gave KAT2A inh -12%, FEN1 inhibitor -12% and N370S GC 18%.
Screening CC1CC[C@@]2(OC1)OC1CC3C4CC[C@@H]5CC(O)CC[C@@]5(C)C4CC[C@]3(C)C1C2C (some centres undefined) returned KAT2A inh -6% and N370S GC -2%.
Screening O=C(CSc1nnc(-c2ccco2)n1Cc1ccco1)Nc1ccccc1 returned KAT2A inh 2%, FEN1 inhibitor 16% and N370S GC 4%.
Cc1csc(SCC(=O)NC2CCS(=O)(=O)C2)n1 (centres undefined) was read as KAT2A inh 0% and FEN1 inhibitor 12%.
Cc1ccc(N(CC(C)C)S(=O)(=O)c2nnc(NC(=O)C(C)C)s2)cc1 was read as KAT2A inh -2% and FEN1 inhibitor 4%.
Screening Cc1ccc(Sc2ncccc2C(=O)O)cc1C returned KAT2A inh -6%, FEN1 inhibitor 1% and N370S GC 5%.
For O=c1oc2c3c(ccc2c2ccccc12)OCN(Cc1ccc(Cl)cc1)C3 the results were KAT2A inh -9% and FEN1 inhibitor inconclusive.
For COc1nc(N)c(S(=O)(=O)c2ccccc2C)cc1C#N the results were KAT2A inh -23%, FEN1 inhibitor 8% and N370S GC 6%.
CCOc1ccc(S(=O)(=O)N/N=C(\C)c2ccc(Cl)c(Cl)c2Cl)cc1 was read as KAT2A inh -11%, FEN1 inhibitor -4% and N370S GC 3%.
`O=C(NCC1c2ccccc2CCN1C(=O)CN1C(=O)c2ccccc2C1=O)C1CCCCC1` (centres undefined) gave KAT2A inh -4%, FEN1 inhibitor 2% and N370S GC -3%.
COc1ccc(NC(=O)Cn2nnc(C(=O)NCc3ccco3)c2N)c(OC)c1 was read as KAT2A inh inconclusive, FEN1 inhibitor 13%&-1% and N370S GC 1%.
Screening CC(=O)c1ccc(S(=O)(=O)Nc2ccc(-c3ccc(N4CCCCC4)nn3)cc2)cc1 returned KAT2A inh -5% and FEN1 inhibitor -1%.
CC1(C)CC(=O)C(C=NCCc2ccc(O)cc2)=C(O)C1 was read as KAT2A inh -3%, FEN1 inhibitor -4% and N370S GC 3%.
Screening Cc1cccc(-n2cc(CN3CCN(c4ccccn4)CC3)c(-c3cccc(F)c3)n2)c1 returned KAT2A inh -6%, FEN1 inhibitor 9% and N370S GC -12%.
For CCC(=O)c1ccc(OCC(O)CN2CCN(S(=O)(=O)c3ccc(NC(C)=O)cc3)CC2)cc1 (centres undefined) the results were KAT2A inh 0%, FEN1 inhibitor -3% and N370S GC -1%.
For CCC(C)[C@H](NC(=O)N1CCCC1)C(=O)OC (some centres undefined) the results were KAT2A inh -5%, FEN1 inhibitor -9% and N370S GC 22%.

Already shown: an excerpt of the list.
`O=C(NC(C(=O)N/N=C/c1cccnc1)c1n[nH]c(=O)c2ccccc12)c1ccccc1` (centres undefined) gave KAT2A inh inconclusive, FEN1 inhibitor -6% and N370S GC 5%.
For CCC(C)(C)NC(=O)C(c1cccs1)N(C(=O)c1ccn[nH]1)c1ccccc1 (centres undefined) the results were KAT2A inh -2%, FEN1 inhibitor -12% and N370S GC 23%.
For Cc1cccc(N2CCN(c3ncnc4c3nc3n4CCCCC3)CC2)c1C the results were KAT2A inh -3% and FEN1 inhibitor 4%.
For Cc1ccc(C(=O)O)cc1NC(=O)C1CCCN1S(=O)(=O)c1cccc2nsnc12 (centres undefined) the results were KAT2A inh -7%, FEN1 inhibitor -13% and N370S GC 3%.
